Compound activity: PubChem BioAssay, National Center for Advancing Translational Sciences (NCATS)
HT1080NT lethal: kills 2HG-producing HT-1080-NT fibrosarcoma cells. HT-1080-NT fibrosarcoma viability, CellTiter-Glo ATP luminescence, 48 h. Potency, µM (series often up to 46.1 µM), without a hit: top-dose activity, negative = less viability, usual class: cytotoxic. 360,000 tested, 1.6% active. AID 686970;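 further: NT is the 2HG producing partner of a matched IDH1 knockdown line; potency means the concentration at half of the fitted maximal effect; 0% = DMSO-treated cells and -100% = media-only wells without cells; nearly all actives have a fitted effect of over 55% in size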
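Viability by CellTiter-Glo luminescence after 48 h compound exposure at 37C of HT-1080-NT cells (750/well, RPMI, 5% FBS). % activity scaled between DMSO wells and medium-only wells, then curve-fitted and categorized by curve class.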
IL1B secr inh: inhibitors of inflammasome signaling (IL-1 beta secretion); THP-1 LPS/ATP IL-1B secretion, AlphaLISA, 16 h; stronger effect = lower value; activity change, % at 57.5 µM; 360,000 tested, 4.7% active; AID 743279; in the data active means activity change below about -50%; inconclusive means mostly about -30% to -49%; further: on the % scale 0 is the no-effect control and ±100 the full control effect
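Secreted IL-1B measured by AlphaLISA bead assay after 16 h compound exposure of THP-1 cells; compounds (final up to 57.5 uM) added 1 h before LPS (250 ng/mL) and ATP (1.25 mM) stimulation; lower signal means less secretion.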
ATXN2 expr inh: inhibitors of ATXN2 expression; HEK-293 ATXN2-luciferase reporter, luminescence, 24 h; Potency, µM (titrated, usually from 57 µM), for inactives: at the highest dose activity change, negative = inhibition, most hits filed as inhibitors; 360,000 tested, 0.72% active; AID 1745845; further: potency means the concentration at half of the fitted maximal effect; on the % scale 0 is the no-effect control and ±100 the full control effect; nearly all actives have a fitted effect of over 55% in size
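qHTS (up to 57 uM final) was run with 24 h compound exposure of reporter cells at 37 °C. Each well was multiplexed: SteadyGlo luminescence measured ATXN2-luciferase expression after a fluorogenic Gly-Phe-AFC viability readout (25 uM final).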
KB-V1 cytotox: kills drug-selected multidrug resistant KB-V1 cells; KB-V1 MDR cells viability, CellTiter-Glo, 72 h; Potency, µM (series often up to 46.1 µM), inactives show at the highest dose activity change, negative = cytotoxicity, hits mostly cytotoxic; 400,000 tested, 3.4% active; further: potency means the concentration at half of the fitted maximal effect; on the % scale 0 is the no-effect control and ±100 the full control effect; nearly all actives have a fitted effect of over 60% in size
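KB-V1 cells (P-gp-expressing MDR subline of KB-3-1) in phenol-red-free DMEM with 10% FBS were exposed to library compounds over a concentration series for 72 h at 37 degrees C. Viability read by CellTiter-Glo luminescence; concentration-effect curves fitted after normalization.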
SW480 rerep: inducers of DNA re-replication in SW480 colon cancer cells. 340,000 tested, 1.8% active. SW480 DNA re-replication, Hoechst DNA content imaging, 48 h. Potency, µM (doses to about 46.1 µM), inactives show at the highest dose re-replication activation, hits mostly activators; further: potency means the concentration at half of the fitted maximal effect; % of control where 0% means no effect; nearly all actives have a fitted effect of over 55% in size
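Treated cells incubate 48 hr (37 C, 5% CO2), are stained 40 min with Hoechst, and nuclear fluorescence is enumerated; a rise in nuclei with high DNA signal marks re-replication.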
HT1080 IDH1KD tx: kills HT-1080 cells with IDH1 knockdown; HT-1080 IDH1 knockdown viability, ATP luminescence, 48 h; Potency, µM (titrated, usually from 46.1 µM), without a hit: at the highest dose activity, negative = toxicity, hits mostly cytotoxic; 360,000 tested, 2% active; AID 686971;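 further: potency means the concentration at half of the fitted maximal effect; 0% = DMSO wells and -100% = cell-free medium wells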
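Using the IDH1-knockdown HT-1080 line run in the same batch and compound series as the NT line, viability after 48 h at 37 °C was determined by CellTiter-Glo luminescence and expressed as % activity.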
S2 tox: reduces viability in counter-screen for ATXN expression inhibitors. Potency, µM (series often up to 56.7 µM), hits mostly cytotoxic. S2 cells (HEK-293 line with an ATXN2-luciferase reporter) viability, CellTiter-Fluor protease fluorescence, 24 h. 400,000 tested, 0.49% active; further: potency means the concentration at half of the fitted maximal effect; nearly all actives have a fitted effect of over 40% in size
KB-3-1 cytotox: KB-3-1 parental cell cytotoxicity | 400,000 tested, 1.4% active | Potency, µM (titrated, usually from 46.1 µM), for inactives: top-dose activity change, negative = cytotoxic, actives largely listed as cytotoxic | AID 1347075 | KB-3-1 viability, CellTiter-Glo ATP luminescence, 72 h; further: potency means the concentration at half of the fitted maximal effect; on the % scale 0 is the no-effect control and ±100 the full control effect; nearly all actives have a fitted effect of over 60% in size
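Cells are dispensed, compounds pinned in, plates held at 37 °C for 72 h, then CellTiter-Glo is added and luminescence read after 10 minutes. Cell line: parental KB-3-1 in phenol-red-free DMEM, 10% FBS.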
MCF10A rereplic: inducers of DNA re-replication in MCF 10A breast cells. MCF 10A DNA re-replication, Hoechst nuclear intensity, 48 h. 350,000 tested, 2.9% active. Potency, µM (titrated, usually from 46.1 µM), without a hit: top-dose activity, positive = re-replication, most hits filed as activators; further: potency means the concentration at half of the fitted maximal effect; % of control where 0% means no effect; nearly all actives have a fitted effect of over 50% in size
* marks the source's active call; other numbers are inactive results; i = inactive; ? = inconclusive; · = no result given; [ ] = remark or other dose. Unless noted, the call rests on the fitted dose curve; in most records, active means well fitted curve in the direction sought with a large enough effect; inconclusive means small, poorly fitted or top-dose-only effect, or another doubt; inactive means no such curve, though single readings can be large; an effect the other way counts as inactive or inconclusive.

SMILES | HT1080NT lethal | IL1B secr inh | ATXN2 expr inh | KB-V1 cytotox | SW480 rerep | HT1080 IDH1KD tx | S2 tox | KB-3-1 cytotox | MCF10A rereplic
COc1cccc(CNC(=O)CCC(=O)N2CCSc3ccccc32)c1OC | -6% | 11 | -13% | 0% | 2% | 10% | ? | 1% | 15%
O=[N+]([O-])c1cc(Cl)ccc1NCCc1ccccn1 | -16% | -27 | 22% | -12% | -85%[inhibitor] | 0% | i | 3% | -2%
O=C(Nc1ccc(Nc2ccccc2)cc1)C(Cl)(Cl)Cl | 21% | ? | 11% | -29% | 14% | 12% | i | -1% | ?
O=C(c1ccccc1Cl)N(Cc1ccc(Br)cc1)N1C(=O)CCC1=O | 2% | 0 | · | 0% | -6% | 2% | i | -4% | -2%
COC(=O)Cc1nc2c(N)nc(N)nc2[nH]c1=O | 7% | -2 | 1% | 21% | -4% | 8% | i | 3% | -2%
Clc1ccc(N2CCN(Cc3nnc(-c4ccc5c(c4)OCO5)o3)CC2)cc1 | · | · | 7% | -8% | · | · | i | 4% | ·
COc1cccc(-c2sc3ccc(OC)cc3c2-c2ccc(O)cc2)c1 | -24% | 7 | ? | 10% | 6% | -22% | ? | -1% | 10%
CCOc1cc2sc(N3CCC(C(=O)Nc4ccc(C)cc4C)CC3)nc2cc1Br | · | · | 30% | -3% | · | · | i | 2% | ·
CC(Oc1ccccc1)C(=O)OCC(=O)NC(=O)NCc1ccco1 (configuration not stated) | 11% | 27 | 2% | 0% | -5%[9.22 µM] | 3% | i | 11% | -2%
Cc1ccc2nc(-c3ccccn3)c(NC3CCCC3)n2c1 | ? | -14 | ? | -10% | 16µM* | ? | i | -23% | ?

Quoted at random: four compounds from above
SMILES | HT1080NT lethal | IL1B secr inh | ATXN2 expr inh | KB-V1 cytotox | SW480 rerep | HT1080 IDH1KD tx | S2 tox | KB-3-1 cytotox | MCF10A rereplic
CC(Oc1ccccc1)C(=O)OCC(=O)NC(=O)NCc1ccco1 (configuration not stated) | 11% | 27 | 2% | 0% | -5%[9.22 µM] | 3% | i | 11% | -2%
CCOc1cc2sc(N3CCC(C(=O)Nc4ccc(C)cc4C)CC3)nc2cc1Br | · | · | 30% | -3% | · | · | i | 2% | ·
COC(=O)Cc1nc2c(N)nc(N)nc2[nH]c1=O | 7% | -2 | 1% | 21% | -4% | 8% | i | 3% | -2%
Clc1ccc(N2CCN(Cc3nnc(-c4ccc5c(c4)OCO5)o3)CC2)cc1 | · | · | 7% | -8% | · | · | i | 4% | ·

Next part
SMILES | HT1080NT lethal | IL1B secr inh | ATXN2 expr inh | KB-V1 cytotox | SW480 rerep | HT1080 IDH1KD tx | S2 tox | KB-3-1 cytotox | MCF10A rereplic
Cc1cc(C(=O)OCC(=O)N2CC(=O)Nc3ccccc32)c(C)n1-c1ccc(F)cc1 | -1% | -3 | -10% | 16µM* | -2% | -4% | i | ? | 13%
Cc1ccc(-c2noc(CN(C(=O)CCCN3C(=O)c4ccccc4C3=O)C(C)C)n2)cc1 | 0% | -13 | -12% | ? | 13% | -1% | i | 5% | -2%
COCC1CCN(C(=O)CCc2nnc(C3(c4ccc(Cl)cc4)CCC3)o2)CC1 | 1% | 0 | 25% | ? | 6% | 0% | i | 10% | 14%
COc1ccc(Br)cc1CN1CCN(S(=O)(=O)Cc2ccccc2)CC1 | -3% | 7 | -14% | ? | 14% | 1% | i | 1% | 18%
Cc1cn(C(=O)c2ccccc2)c(=S)n1-c1ccc(Br)cc1 | -2% | -5 | 1% | 15µM* | 19% | 6% | i | -10% | ?
O=C(CN1C(=O)NC(CCc2ccccc2)C1=O)Nc1cccc(Br)c1 (configuration not stated) | -10% | -28 | -31% | 17% | -21% | -8% | i | 3% | 19%
CC(C)C[C@@]12C(=O)N(c3cccc(Cl)c3)C(=O)N1[C@H](c1ccc(F)cc1)[C@@H]1C(=O)N(C3CCCCC3)C(=O)[C@@H]12 | 3% | -3 | 3% | -1% | -28% | 3% | i | -9% | 0%
Cc1nc(NC(=O)c2cccs2)ccc1Br | -1% | 0 | 86%[activator] | ? | 39% | -5% | i | 7% | ?
Cc1cc(C(=O)NCC(=O)OCC(=O)N(C2CCCCC2)C2CCCCC2)ccc1[N+](=O)[O-] | 4% | 12 | -10% | -10% | · | 5% | i | 0% | 20%
COC(=O)c1sccc1NC(=O)CC1C(=O)NCCN1C(=O)c1ccc(N(C)C)cc1 (configuration not stated) | 10% | 20 | -12% | 21% | -5% | 2% | i | 13% | 1%
O=C(Cn1cc(SCc2cccc(Cl)c2)c2ccccc21)N1CCOCC1 | -4% | -4 | 35%[activator] | -11% | -4% | -6% | i | 12% | 6%
Cc1cc(C)cc(C(=O)N2CCC(CCC(=O)NC3CC3)CC2)c1 | 1% | -3 | 10% | -17% | 0% | -1% | i | -1% | 1%
CC/C(=C\c1oc2cc3ccccc3cc2[n+]1CC)Nc1ccccc1 | -29% | -107* | ? | 21µM* | 18µM* | ? | i | -13% | 23µM*
CCOC(=O)Cc1ccc2sc(-c3ccccc3)nc2c1 | -14% | 0 | 59%[activator] | ? | · | -20% | i | -7% | 1%
CC(C)(C)C1CCc2onc(C(=O)Nc3ccc(F)cc3F)c2C1 (configuration not stated) | -1% | ? | 0% | 23µM* | 0% | 4% | i | -3% | -2%
COc1ccc(CCNC(=O)C2CCN(S(=O)(=O)N3CC(C)CC(C)C3)CC2)cc1OC (configuration not stated) | -22% | 12 | -14% | 21µM* | 5% | 9% | i | -26% | 5%
COc1cc2c(cc1NC(=O)C(c1ccccc1)c1ccccc1)CCCC2 | 0% | 5 | 8% | 1% | 3% | -3% | i | -30% | ?
CCOc1ccc(NC(=O)CN2C(=O)NC(CCSC)C2=O)cc1 (configuration not stated) | -10% | -17 | 0% | -41% | ? | 20% | i | -15% | 19%
Cc1ccc(S(=O)(=O)NCC(C)n2cncn2)cc1C (configuration not stated) | 2% | 3 | 4% | ? | 6% | 1% | i | ? | 2%
Cn1c(=O)c2c(SCc3ccccn3)nc(CC(C)(C)C)nc2n(C)c1=O | 4% | 44 | -24% | 2% | -10% | 8% | ? | -21% | 2%
COC(=O)c1ccc(N2C(=O)CC(N(C)Cc3ccccc3)C2=O)cc1 (configuration not stated) | 13% | 10 | -10% | ? | -1% | 12% | i | 6% | -2%
O=C(COC(=O)c1cccc([N+](=O)[O-])c1)NC1CCCC1 | -1% | -12 | -5% | -8% | -2% | 0% | i | -2% | 0%
CC(=O)NC(c1ccc(Cl)cc1)c1ccc2cccnc2c1O (configuration not stated) | ? | 83 | · | ? | 3% | ? | ? | -36% | 13%
CCCCOP(=O)(OCCCC)C(O)c1ccc(Br)cc1 (configuration not stated) | 6% | -4 | -24% | -6% | -2% | 12% | i | -3% | -6%
CCc1ccc(N(C(=O)CNC(=O)c2ccco2)C(C(=O)NC2CCCC2)c2cccnc2)cc1 (configuration not stated) | 1% | -1 | 21% | -19% | 0% | 10% | i | 4% | -1%
COc1cccc(C(=O)Nc2ccc3c(c2)OC[C@H](C)N(C(=O)C2CCCC2)C[C@@H](C)[C@@H](OC)CN(C)C3=O)c1 | -1% | -12 | · | -7% | · | -6% | · | 6% | ·
Fc1ccc(C2CCCN2Cc2nc(CC3CC3)no2)cc1 (configuration not stated) | 3% | 46 | · | -26% | -7% | 27% | i | 2% | 1%
CC(NC(=O)C1CCC(CNS(=O)(=O)c2ccc3c(c2)C(C)(C)C(=O)N3C)CC1)c1ccccc1 (configuration not stated) | 3% | 8 | -11% | 8% | -6% | -7% | i | -21% | 3%
CCOC(=O)C(=O)N1CCC(C(=O)OCC)CC1 | 16% | · | 35% | -3% | -8% | 19% | i | -11% | ?
NNC(=O)c1cccc(COc2ccc3c(c2)CCC3)c1 | -17% | -18 | ? | 7% | -5% | -14% | ? | -10% | -5%
COCC(=O)Nc1cc(C)cn(Cc2ccc(F)cc2)c1=O | -8% | 15 | -1% | -7% | -37%[inhibitor] | 0% | i | 1% | ?
O=[N+]([O-])c1cc([N+](=O)[O-])c(Oc2c(Cl)cccc2Cl)cc1NN1CCCCC1 | 8% | -3 | 7% | -8% | 0% | 15% | i | -2% | -14%
O=S1(=O)C=C(SCc2ccc(Cl)c(Cl)c2)Nc2ccccc21 | ? | -11 | -20% | 15µM* | ? | ? | i | ? | ?
O=C(Oc1ccc(C(=S)N2CCOCC2)cc1Br)c1cc(Cl)ccc1Cl | 5% | 37 | 3% | -16% | -1% | 3% | i | 6% | -4%
CCN(CC)C(=O)C1=C(C)N(Cc2ccc(F)cc2)C(=O)C(CC(=O)NCc2ccco2)C1 (configuration not stated) | -1% | -5 | -4% | -11% | · | -12% | i | -6% | ·
COP(=O)(CN(Cc1ccccc1)C(=S)Nc1c(C)cccc1C)OC | -10% | -10 | -8% | 1% | ? | 0% | i | 1% | 2%
COc1ccc(N2CCCn3c2nc2c3c(=O)n(CCc3ccccc3)c(=O)n2C)cc1 | 3% | -24 | -19% | ? | 20% | 7% | i | -5% | -12%
COc1ccc(C2CC(c3ccccc3)=NN2C(=O)CSc2ncn[nH]2)cc1 (configuration not stated) | 1% | -71* | 29% | -6% | 3% | -10% | i | 3% | 16%
COc1ccc(OC)c(-c2cc(C(=O)N/N=C/c3ccc(F)cc3)c3ccccc3n2)c1 | -21% | · | -10% | -12% | -3% | -23% | i | 12% | ?
O=c1[nH]c2ccc(Cl)cc2c(O)c1Cc1ccccc1 | 10% | 5 | -12% | 1% | 0% | 24% | i | 5% | -1%
Cc1ccc(N(C(=O)Cn2nnc(-c3ccc(F)cc3)n2)C(C(=O)NC(C)(C)C)c2ccncc2)cc1 (configuration not stated) | 4% | -69* | -3% | -14% | -3% | 22% | i | -6% | 2%
CNc1nc(-c2ccc3c(c2)CCN3C(=O)c2ccccc2F)c(C)s1 | -4% | · | 9% | -15% | 2% | -8% | i | 4% | 8%
